High-throughput results: PubChem BioAssay, NCI
All columns: NCI-60 one-dose screen, growth in % after 48 h at 10 µM unless noted; 100 = growth as untreated, 0 = no growth, -100 = all killed.
SK-OV-3 – SK-OV-3 ovarian cancer cells | AID 1794785 | hit rate 3.2% among 80,000
IGROV1 – IGROV1 ovarian cancer. hit rate 4.7% among 79,000
UO-31 – UO-31 renal cancer; hit rate 5.2% among 81,000
786-0 – 786-0 renal cancer cells | hit rate 5.1% among 81,000
SN12C – SN12C renal cancer cells; hit rate 3.8% among 81,000
RXF 393 – RXF 393 renal cancer cells; AID 1794773; hit rate 6.9% among 77,000
ACHN – ACHN renal cancer; hit rate 4.9% among 81,000; AID 1794771
TK-10 – TK-10 renal cancer cells; hit rate 3.9% among 81,000
Active calls of the source: *; / = no result given; [ ] = another dose, or the depositor's remark. The calls were made as follows: active = growth percent below 10; inactive = the rest.

The opening 4 records, to show the layout:
nr	smiles	786-0	TK-10	UO-31	RXF 393	ACHN	IGROV1	SK-OV-3	SN12C
1	C/C(=N\Nc1ccc(S(N)(=O)=O)cc1)c1cc2cc(Br)ccc2oc1=O	103	109	97	91	105	98	/	96
2	Brc1ccc(-c2csc(N/N=C/c3cccs3)n2)cc1	100	165	79	132	96	85	100	110
3	O=C1CSC(c2ccc3c(c2)OCO3)Nc2n[nH]c(-c3ccccc3)c21 (centres undefined)	99	144	88	132	107	117	105	96
4	CC(Br)Cc1ccc2c(c1)OCO2 (centres undefined)	112	93	92	/	112	105	101	100

The listing (from the top)
nr	smiles	786-0	TK-10	UO-31	RXF 393	ACHN	IGROV1	SK-OV-3	SN12C
1	C/C(=N\Nc1ccc(S(N)(=O)=O)cc1)c1cc2cc(Br)ccc2oc1=O	103	109	97	91	105	98	/	96
2	Brc1ccc(-c2csc(N/N=C/c3cccs3)n2)cc1	100	165	79	132	96	85	100	110
3	O=C1CSC(c2ccc3c(c2)OCO3)Nc2n[nH]c(-c3ccccc3)c21 (centres undefined)	99	144	88	132	107	117	105	96
4	CC(Br)Cc1ccc2c(c1)OCO2 (centres undefined)	112	93	92	/	112	105	101	100
5	COc1cccc(/C=C/C(=O)/C=C(O)/C=C/c2cccc(OC)c2OC)c1OC	99	111	90	87	105	94	93	92
6	CCCCNC(=O)OC(C)C	112	124	98	103	97	111	112	98
7	O=C(Cn1c2c(c3ccccc31)CCCC2)Nc1ccc(-c2nc3ccccc3s2)cc1	109	99	93	105	112	84	114	103
8	CC(C)(C)C(=O)OCc1ccccc1	95	104	90	108	106	97	100	96
9	N#Cc1c(-c2ccc(O)cc2)nc(Nc2nc3ccccc3s2)[nH]c1=O	104	127	77	108	97	94	97	99
10	COc1ccc(-c2nn(-c3cccc(NC(=O)c4ccc5c(c4)OCCO5)c3)cc2-c2ccncc2)cc1Cl	15	36	16	0.9*	41	42	26	52
11	COc1cc(/C=N\NC(=O)c2ccc(-c3nc4ccc(C)cc4[nH]3)cc2)cc(OC)c1OC	51	40	71	89	73	76	63	87
12	N=C1/C(=C2\NC3C=CC=CC3S2)C(c2ccc(Cl)cc2)C2C(=O)N(c3ccccc3)C(=S)N12 (centres undefined)	101	123	82	96	103	93	105	100
13	N#C/C(=C\c1ccc(Cl)cc1)C(=O)Nc1ncc(Cc2ccc(Cl)c(Cl)c2)s1	94	80	66	100	45	83	100	95
14	CCCCCC(=O)OC1[C@@H](OC(=O)CCCCC)[C@@H](CNC(=O)NC)O[C@H]1n1cnc2c(NC(=O)Nc3ccccc3)ncnc21 (some centres undefined)	100	/	84	112	100	108	101	108
15	COc1cc(-c2nc3ccccc3[nH]2)cc(CN2CCCCC2)c1O	110	122	73	96	106	98	110	100
16	Nc1c(CNCc2nnn(Cc3ccccc3)c2N)nnn1Cc1ccccc1	102	102	86	100	100	102	114	99
17	Cn1c(=O)cc(OCC(=O)N/N=C/c2ccc(Cl)cc2)c2ccccc21	99	94	96	111	112	103	116	97
18	CCOC(=O)c1c(C)csc1NC(=O)CSCc1c(F)cccc1Cl	99	105	67	91	88	95	87	79
19	CCOC(=O)C1=C(C)N=C2SC=C(c3ccc(Cl)cc3)N2[C@H]1c1cn(-c2ccccc2)nc1-c1ccc(F)cc1	95	94	73	85	81	63	87	81
20	C[C@H]1[C@H](C)CC[C@]2(C(=O)O)CC[C@]3(C)C(=CC[C@@H]4[C@@]5(C)C/C(=C/c6cccnc6)[C@H](O)C(C)(C)[C@@H]5CC[C@]43C)[C@H]12	1.9*[100 µM]	8.8*[100 µM]	-77*[100 µM]	-13*[100 µM]	4.6*[100 µM]	7.2*[100 µM]	5.9*[100 µM]	3.0*[100 µM]
21	CCCCc1oc2ccc([N+](=O)[O-])cc2c1C(=O)c1ccc(C#Cc2ccc(F)cc2)cc1	101	96	56	92	87	89	72	93
22	CN1CCN(c2ccc(C(=O)/C=C/c3ccc(OC(F)F)cc3)cc2)CC1	62	64	31	/	66	28	76	26
23	COc1ccc(-c2nc3sccn3c2-c2ccnc(NCCCNS(=O)(=O)c3ccc4ccccc4c3)n2)cc1	68	90	61	77	60	75	95	80
24	COc1ccc(/C=C(/C2=NCCN2)n2cnc3ccccc32)cc1	101	100	83	91	98	98	97	97
25	C=C1C(=O)O[C@H]2[C@H]1CC/C(COC(=O)/C=C\C(=O)NC)=C\CC[C@@]1(C)O[C@@H]21	105	117	76	106	95	103	/	97
26	Cc1cnc2[nH]cc(-c3csc(-c4c[nH]c5ncccc45)n3)c2c1	99	97	69	76	66	84	94	92
27	CC(C)(C)CN=C(N)N	94	106	84	110	96	92	96	100
28	CCOC(=O)N1C(=O)/C(=C\c2ccc(Cl)cc2)SC1=Nc1c(C)nn(-c2ccccc2)c1N	87	84	84	119	94	50	99	98
29	Oc1ccc2ccc(O)cc2c1	102	/	73	/	94	85	91	101
30	CC(C)CCC(CCC(C)C)NCC(C)O (centres undefined)	106	103	91	100	104	87	100	106
31	CN(C)c1cccc2c(S(=O)(=O)Nc3cccc(-c4csc(NC(=O)CN5CCOCC5)n4)c3)cccc12	89	89	68	88	77	79	97	82
32	N#CC(NCc1cccc(CNC(C#N)c2ccccc2)c1)c1ccccc1 (centres undefined)	93	108	83	114	102	105	90	94
33	COc1ccc(/C=C/C(=O)c2ccc(NC(=O)CSc3nnc(-c4ccc5nc(-c6ccc(OC)c(OC)c6)[nH]c5c4)o3)cc2)cc1	108	133	88	126	98	98	119	93
34	COC(=O)[C@]12CC[C@@H](C)[C@H](C)[C@@H]1C1=CC[C@@H]3[C@@]4(C)CC(=O)[C@H](OC(=O)/C=C/c5ccccc5)[C@@]5(C)COC(=C45)C[C@@]3(C)[C@]1(C)CC2	86	91	70	83	81	98	81	88
35	O=C(NN1C(=O)CSC1c1ccc(Br)cc1)c1ccc(NC(=O)c2ccccn2)cc1 (centres undefined)	89	77	76	99	101	74	99	92
36	O=C(CI)Nc1ccc2oc(=O)c(C(=O)O)cc2c1	100	118	85	129	98	97	109	104
37	Cc1ccc(NC(=S)Nc2nccnc2OCc2ccccc2Cl)cc1	100	113	87	115	97	96	87	100
38	O=C1Nc2ccc(F)cc2C12OC2c1cccc([N+](=O)[O-])c1 (centres undefined)	107	132	84	114	104	94	111	97
39	Nc1c(C(=O)Nc2ccccn2)sc2nc3c(cc12)C(=O)CCC3	35	64	59	1.9*	60	51	40	44
40	COc1ccc(C(=O)C2C(c3ccc(OC)cc3)C3CCCN3C23C(=O)Nc2ccccc23)cc1 (centres undefined)	102	104	56	87	92	84	97	93
41	CC(O)CN1CCOCC1 (centres undefined)	97	100	98	114	99	114	103	111
42	O=C1CCCN1c1cccc2cccnc12	98	88	81	102	102	107	114	102
43	COc1cc2cc3cc4cc(OC)c(OC)cc4c(C)[n+]3cc2cc1OC (tested in a mixture with another compound)	66	117	60	/	95	/	107	86
44	CCC/C(=C\c1ccc(OCOC)c(OCOC)c1)C(=O)NC(Cc1ccccc1)C(=O)C(=O)NCc1ccccc1 (centres undefined)	102	107	81	95	71	100	106	93
45	CC[C@H](c1ccc(F)cc1)[C@@H](CC)c1ccc(O)c(O)c1	94	118	70	119	106	88	123	/
46	C=CCNC(=S)NNc1nc(C)cc(=O)[nH]1	97	120	86	102	118	114	115	92
47	C=C(C)[C@@H]1CC[C@]2(C)[C@H](CC=C3[C@@H]4[C@H](C)[C@@H](C)CC[C@]4(CO)CC[C@]32C)[C@@]1(C)CCCN	39	-68*	34	22	63	30	14	-4.4*
48	C=CCNC(=S)Nc1cc(C(C)C)c(O)cc1C	90	84	94	99	106	108	96	98
49	CC(=O)OC1COC(NC(=O)N(CCCl)N=O)C(OC(C)=O)C1OC(C)=O (centres undefined)	98	109	83	116	110	91	95	113
50	O=[N+]([O-])c1ccc(/C=C\c2ccncc2)cc1	88	83	83	117	99	/	121	102
51	CC(C)(C)C(=O)C1CC(C#N)=C2C=Cc3c(ccc4ccccc34)N21 (centres undefined)	77	93	90	92	85	93	75	92
52	O=C(COc1ccc(Cl)cc1Cl)OCCOc1cc(Cl)c(Cl)cc1Cl	101	93	94	102	106	101	107	99
53	COc1ccc(-c2cc(-c3ccc(C)cc3)nc(NC(=O)c3cccnc3)n2)cc1	103	120	78	107	105	107	114	100
54	CCOC(=O)/C=C(/C)c1c(C)[nH]c2ccccc12	78	94	98	122	89	109	95	94
55	CN(C)Cc1cn(-c2ncc(-c3ccc(C(F)(F)F)cc3)c(NC3CCCCCC3)n2)nn1	90	85	43	94	92	71	86	88
56	CC(C)Nc1ccncc1CO	101	107	102	109	104	107	97	97
57	O=C(CNC(=O)c1cccc2ccccc12)Nc1ccccc1Oc1ccccc1	16	20	34	31	30	32	23	22
58	CCCCCCNC(=O)Oc1ccc(/C(=C(\C)c2ccc(Cl)cc2)c2ccc(OCCN(C)C)cc2)cc1	40	89	44	46	72	45	94	70
59	CCN(CC)CCNc1ccc(CO)c(Cl)c1	102	/	94	109	108	92	99	103
60	COc1ccc(C2=Cc3[nH][nH]c(=O)c3C(c3sc(N(C)Cc4ccccc4)nc3Cl)C2)cc1 (centres undefined)	105	102	80	/	95	94	102	93

(cont.)
nr	smiles	786-0	TK-10	UO-31	RXF 393	ACHN	IGROV1	SK-OV-3	SN12C
61	O=C(CC1c2ccccc2NC(=O)N1Cc1ccccc1)c1ccccn1 (centres undefined)	98	90	82	107	101	94	98	94
62	CCOC(=O)c1ccc2c(c1)nc(-c1ccc(OCc3ccccc3)c(OC)c1)n2-c1cc(C(C)(C)C)[nH]n1	99	90	67	84	72	83	91	86
63	CC(C)Sc1nc(Nc2ccc([N+](=O)[O-])cc2)c(C#N)c(-c2ccccc2)n1	80	84	77	85	87	89	98	97
64	CCOC(=O)C(Cc1ccc(OC)c(OC)c1Br)(NC(C)=O)C(=O)OCC	101	94	87	104	104	112	104	103
65	COc1cc(/C=N/NC(=O)C2CCC(=O)N2)ccc1O (centres undefined)	100	98	90	118	108	106	104	102
66	CC(=O)NC1=C(C#N)C(c2ccccc2)c2ccc3ccccc3c2O1 (centres undefined)	94	95	49	87	79	64	61	82
67	COc1ccc2c(ccc3c(C(C)=O)cc(C(=O)c4ccc(Br)cc4)n32)c1	70	106	90	95	66	93	83	68
68	NC(N)=N/N=C\c1ccc(OCc2ccccc2)cc1	82	73	65	-3.8*	76	78	77	79
69	CC(C)c1cccc(C(C)C)c1NC(=O)OCCN(C)C	100	117	81	111	107	114	105	95
70	COc1cc(/C=N/NC(=O)c2ccc(S(C)(=O)=O)cc2)cc(OC)c1OC	95	102	90	110	110	111	86	98
71	CCc1ccc(OCc2ccccc2C(=O)Nc2ccc3nc(C)cc(N)c3c2)cc1	-89*	-93*	-98*	-85*	-100*	-71*	-97*	-80*
72	COc1ccc(-c2cc(-c3cccnc3)nc3oc(C(=O)c4ccc(C)cc4)c(N)c23)cc1OC	75	87	73	79	91	101	110	88
73	CCCCCCCCCCCCCCCCCCNC(=S)N/N=C/c1ccccc1C(=O)O	107	101	72	100	97	99	98	92
74	Cc1nc2c(-c3ccc(Cl)cc3)nc3ccccc3c2c(=O)n1N	91	107	89	113	106	135	95	102
75	ClC(Cl)=C(c1ccccc1)c1ccccc1	108	114	120	128	113	140	98	126
76	CCCCNS(=O)(=O)c1cccc(C(=O)Nc2ccccc2F)c1	106	96	88	98	97	106	101	97
77	O=c1c2cccc3c(Nc4c(F)cccc4F)ccc(c32)c2nc3ccccc3n12	100	/	51	116	88	53	89	94
78	O=C1Nc2c(Cl)cccc2C1=O	101	114	63	109	89	97	99	101
79	COc1ccc(/C=C/C(=O)c2ccc(OC)c(OC)c2)cc1	82	74	57	/	94	58	/	86
80	CCCCCCCC/C=C\CCCCCCCCOc1ccccc1CC(=O)NCC[N+]1(C)CCCCC1	97	76	95	29	110	16	85	43
81	CCCCCCCCCCCCNC(=O)[C@H]1CSC(c2ccc(OC)c(F)c2)N1 (some centres undefined)	-97*	-96*	-100*	-96*	-100*	-76*	-98*	-93*
82	C=CC(=O)N(CCN1CCN(C)CC1)c1nc(-c2cccc(N(C(=O)C=C)S(=O)(=O)c3ccc(CCCCC)cc3)c2)cs1	91	84	77	52	79	101	113	89
83	CN=C(NC)N/N=C(C)\C=N\NC(=NC)NC	102	127	84	/	101	112	101	96
84	CC(=O)N1CCc2nc3ccccc3cc21	106	108	68	105	98	97	97	99
85	O=C1N(Cc2ccccc2)c2ccccc2S(=O)(=O)N1c1cccnc1Cl	90	100	80	119	102	100	125	94
86	CNC(=O)c1cc(Oc2ccc3nc(NC(=O)c4cc(Cl)cc(Cl)c4)sc3c2)ccn1	83	75	67	78	96	85	100	72
87	Cc1ccc2nc(C)c(C(=O)NCc3ccc(OCc4cn(Cc5ccc([N+](=O)[O-])cc5)nn4)cc3)n2c1	81	107	60	83	78	78	/	77
88	Cc1ccc(C)c(CCCCS(=O)(=O)O)c1	/	107	/	111	108	105	99	105

Gathered by group, the compounds so far containing bromine (6)
nr	smiles	786-0	TK-10	UO-31	RXF 393	ACHN	IGROV1	SK-OV-3	SN12C
1	C/C(=N\Nc1ccc(S(N)(=O)=O)cc1)c1cc2cc(Br)ccc2oc1=O	103	109	97	91	105	98	/	96
2	Brc1ccc(-c2csc(N/N=C/c3cccs3)n2)cc1	100	165	79	132	96	85	100	110
4	CC(Br)Cc1ccc2c(c1)OCO2 (centres undefined)	112	93	92	/	112	105	101	100
35	O=C(NN1C(=O)CSC1c1ccc(Br)cc1)c1ccc(NC(=O)c2ccccn2)cc1 (centres undefined)	89	77	76	99	101	74	99	92
64	CCOC(=O)C(Cc1ccc(OC)c(OC)c1Br)(NC(C)=O)C(=O)OCC	101	94	87	104	104	112	104	103
67	COc1ccc2c(ccc3c(C(C)=O)cc(C(=O)c4ccc(Br)cc4)n32)c1	70	106	90	95	66	93	83	68
